CRFBP-R2 agonist: agonists of human CRF-binding protein/CRF-R2 receptor complex. actives 0.46% (n = 350,000). activation, % at 13.2 µM. HEK293 CRF-R2/CRF-BP, calcium dye fluorescence (FLIPR); percent of saturating CRF peptide response. AID 588473;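 active = activation of at least 50%, plus an integration ratio under a set limit after plate pattern correction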;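 also: plate controls were neutral control wells without compound for no effect and CRF at EC100 for full effect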
GalR3 antag: antagonists of human GalR3; AID 651719; actives 0.44% (n = 360,000); inhibition, % at 3 µM; O60755; HEK293 GalR3-CNG cAMP membrane potential fluorescence; galR3 body fused to GalR1 C-terminus;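 active = inhibition above the screen-wide average plus 3 SD, cut at about 13% in these data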;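 also: forskolin and galanin both at EC90 stimulate the cells; cAMP rise reported by CNG channel membrane potential dye signal; 0% = forskolin plus galanin with DMSO and 100% = forskolin alone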
Target sequence (O60755 1-299 limits assumed): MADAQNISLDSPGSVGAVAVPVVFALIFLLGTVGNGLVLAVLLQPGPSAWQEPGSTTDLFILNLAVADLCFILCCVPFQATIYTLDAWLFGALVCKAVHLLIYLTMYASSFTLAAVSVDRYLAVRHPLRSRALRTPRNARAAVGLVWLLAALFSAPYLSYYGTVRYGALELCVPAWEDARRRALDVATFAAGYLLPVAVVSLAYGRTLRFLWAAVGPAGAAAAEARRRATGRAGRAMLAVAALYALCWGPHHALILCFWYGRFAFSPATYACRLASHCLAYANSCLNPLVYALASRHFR
CRFBP-R2 block: antagonists of CRF-binding protein/CRF-R2 receptor complex | actives 0.59% (n = 350,000) | inhibition, % at 11.8 µM | HEK293 CRF-R2/CRF-BP, CRF-induced calcium fluorescence;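 active = inhibition of the ligand-induced calcium signal above about 50% at the single tested concentration, limit read from the data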
* marks the source's active call; other numbers are inactive results; & = joins results of further samples. The list is partial, so the mix of outcomes need not match the whole.

SMILES	CRFBP-R2 agonist	GalR3 antag	CRFBP-R2 block
Cc1cccc(-c2ocnc2C(=O)Nc2ncc(C)s2)c1	-1.1	-4	7
CCOc1ccccc1C(=O)NCCCCNC(=O)c1ccccc1OCC	0.0	-3	2
O=C(NCCc1ccccc1)c1ccccc1C(F)(F)F	-1.1	-3	10
Cc1onc(-c2ccccc2Cl)c1C(=O)Nc1cccc(S(=O)(=O)NC2=NCCC2)c1	0.2	-1	-5
CCOc1ccccc1C=NN1CCCCCC1	-6.0	-3	-22
CN1CCN(c2ccncc2S(=O)(=O)N2CCCC2)CC1	-1.0	-7	-10
CN(Cc1c(F)cccc1Cl)C(=O)c1cccc(S(=O)(=O)NCc2ccccc2)c1	-1.2	-4	-11
CC1CCCC(C)N1C(=O)COC(=O)CNC(=O)c1ccc(Cl)cc1Cl (centres undefined)	-0.8	0	5
CC(=O)Nc1ccc(C(=O)COC(=O)C2CC2C)c(F)c1 (centres undefined)	-1.2	5	8
C=CCN(CC(=O)Nc1cccnc1)S(=O)(=O)c1ccc(Cl)cc1	-1.7	0	8
CN1C(=O)c2ccccc2C(O)c2ccccc21 (centres undefined)	0.2	-4	23
CN(Cc1ccccc1)C(=O)COC(=O)C1CCN(S(=O)(=O)c2ccc(Cl)c(C(F)(F)F)c2)CC1	4.1	-5	11
O=C1CCC[C@@H]2[C@H](Cc3ccccc3)[C@@H](O)C[C@@H]3CCN1[C@@H]32	-0.4	-5	3
COc1cccc(C(=O)NCC2CCCN(C(=O)Cc3cccc(C)c3)C2)c1OC (centres undefined)	-2.2	-7	2
CC(C)CNC(=O)C1CCN(S(=O)(=O)c2ccc3c(c2)OCCO3)CC1	-0.5	-3	-2
CCCCn1c(SCC(=O)NC2CC2)nc2cc(C(=O)OC)ccc2c1=O	1.0	-8	5
O=C(COC(=O)c1ccc[n+]([O-])c1)Nc1cc([N+](=O)[O-])ccc1Cl	-1.3	-5	21
CC(C)CC1CCCC12NC(=O)NC2=O (centres undefined)	-2.4	-5	4
CC(NC(=O)COc1ccccc1)C(=O)N1CCN(c2ccccc2)CC1 (centres undefined)	-1.0	1	3
CCN(CC(=O)Nc1cc(Cl)ccc1Cl)C(=O)c1ccc(-n2cccn2)cc1	-1.7	-1	-7
CCCCCN(C(=O)CCC(=O)OCc1cccc(Br)c1)c1c(N)n(CCCC)c(=O)[nH]c1=O	2.0	-4	25
O=C(CCc1nc2ccccc2c(=O)[nH]1)Nc1cc(C(F)(F)F)ccc1N1CCOCC1	1.5	-2	3
Cc1cc(NC(=O)CSc2nc(-c3cccs3)nc3ccccc23)no1	-0.8	-2	1
CCN1CCN(c2ccc(N3CCN(S(=O)(=O)c4cc([N+](=O)[O-])ccc4C)CC3)nn2)CC1	-0.3	3	-3
COc1ccc(C(=O)COC(=O)c2ccc([N+](=O)[O-])s2)cc1OC	-1.1	-7	-2
Other structures follow:
SMILES	CRFBP-R2 agonist	GalR3 antag	CRFBP-R2 block
CCCCn1c(N)c(N(CCOC)C(=O)c2ccc(-c3ccccc3)cc2)c(=O)[nH]c1=O	1.3	-1	-3
O=C(C=C1NCCN1)c1ccccc1	-3.0	-4	6
CCN1C(=O)[C@@H]2[C@@H](c3ccc(-c4cccc(Cl)c4)cc3)N3CCC[C@@]3(C(=O)OC)[C@@H]2C1=O	1.3	-8	-2
Nc1nc(N)c2cc(CNc3ccc(Cl)c(Cl)c3)ccc2n1	2.3	-5	-27
CC(=O)C[C@@H](O)CC(=O)[C@@H]1OC(=O)[C@H](C)CCCCc2ccccc21	-3.7	-6	-17
CCc1cc2c(SCC(=O)NC3CCCC3)ncnc2s1	-1.7	-5	-7
CCOc1ccccc1C(=O)NCC(=O)NCc1ccc(S(=O)(=O)N2CCOCC2)cc1	-1.4	0	2
CCCCCCCCCC(=O)N[C@@H]1c2cc(OC)c(OC)cc2C[C@H]1OCc1ccccc1	-0.6	-6	-8
[O-][n+]1nc2ccccc2c2ccccc21	-4.9	5	-4
Cc1ccnn1-c1ccc(C(=O)N2CCCN(S(=O)(=O)c3ccc(F)cc3)CC2)cc1	-2.1	-2	-8
Cn1cccc1C(=O)OCC(=O)NNC(=O)c1ccc([N+](=O)[O-])cc1	-0.8	-3	8
CC(C)CSc1nc(N)nc2c1ncn2C1OC(CO)C(O)C1O (centres undefined)	1.1	-6	1
N#Cc1ccccc1COC(=O)CCN=C1NS(=O)(=O)c2ccccc21	3.4	-3	-3
NC(=O)c1ccc(NC(=O)COC(=O)C2COc3ccccc3O2)cc1 (centres undefined)	0.6	-2	-4
COc1cc(CC(=O)Nc2cccc(S(=O)(=O)N(C)c3ccccc3)c2)cc(OC)c1OC	-0.8	-2	12
O=C(OCC(=O)N1CCOCC1)c1ccccc1OCc1ccccc1	-1.0	-1	0
O=C(CCCc1ccccn1)c1cccc2ccccc12	0.1	-8	-2
O=C(c1cc(-c2cccs2)nn1-c1ccccc1)N1CCN(S(=O)(=O)c2ccccc2)CC1	4.5	-4	10
C=C1CC2(CC(c3ccccc3)OC(c3ccccc3)C2)OC1=O (centres undefined)	1.7	-7	-5
Cc1cc(C)n2nc(C(=O)OCC(=O)Nc3ccc(C)c(S(=O)(=O)N4CCOCC4)c3)nc2n1	-0.1	0	-3
CCCCNC1=CC(=O)C(NCCCC)=CC1=O	0.5	-4	3
CC[C@H](C)[C@H]1CNC(=S)N1CC1CCN(CCCCc2ccccc2)CC1	0.0	-8	-18
CSc1ncccc1C(=O)OCC(=O)NC1CC1	-0.4	-2	7
CCN(CC)CCC=C(c1cccs1)c1cccs1	3.3	2	1
COC(=O)[C@@]12CCCCN1[C@H](c1ccc(-c3cccc(Cl)c3)c(OC)c1)[C@H]1C(=O)N(C)C(=O)[C@H]12	2.3	-3	0

Entries listed so far that have an aryl thioether with sulfur outside any ring:
SMILES	CRFBP-R2 agonist	GalR3 antag	CRFBP-R2 block
CCCCn1c(SCC(=O)NC2CC2)nc2cc(C(=O)OC)ccc2c1=O	1.0	-8	5
Cc1cc(NC(=O)CSc2nc(-c3cccs3)nc3ccccc23)no1	-0.8	-2	1
CCc1cc2c(SCC(=O)NC3CCCC3)ncnc2s1	-1.7	-5	-7
CC(C)CSc1nc(N)nc2c1ncn2C1OC(CO)C(O)C1O (centres undefined)	1.1	-6	1
CSc1ncccc1C(=O)OCC(=O)NC1CC1	-0.4	-2	7

(continued)
SMILES	CRFBP-R2 agonist	GalR3 antag	CRFBP-R2 block
Cc1ccc(NC(=O)CN(C)C(=O)c2ccc(NS(=O)(=O)c3ccc4[nH]c(=O)[nH]c4c3)cc2)cc1	-0.1	7	6
NC(=O)c1ccc(NS(=O)(=O)c2ccc(Br)s2)cc1	1.8	-3	5
Cc1ccc(NC(=O)NC(=O)COc2ccccc2C(N)=O)c(C)c1	-0.7	-2	8
CSc1ncccc1C(=O)Nc1cccc(S(=O)(=O)N2CCCC2)c1	-0.3	1	-5
C[C@H](CO)N1C[C@H](C)[C@@H](CN(C)S(=O)(=O)c2ccccc2)OCc2cnnn2CCCC1=O	-1.1	-4	-12
C[C@@H]1CN([C@H](C)CO)C(=O)CCCn2nncc2CO[C@@H]1CN(C)S(=O)(=O)c1cccc(C#N)c1	2.6	-3	-7
CC1CCCCC1NC(=O)CN1CCN(S(=O)(=O)c2ccc(Br)s2)CC1 (centres undefined)	-4.8	-5	-11
CN(C(=O)c1cccc(NC(=O)Cc2ccc(NC(=O)C3CCCN(S(=O)(=O)c4cccc([N+](=O)[O-])c4)C3)cc2)c1)C1CCCCC1 (centres undefined)	1.6	-6	2
O=C(O)c1ccccc1C(=O)Nc1ccccc1NC(=O)c1ccccc1C(=O)O	0.1	-3	10
CN(Cc1ccccc1)C(=O)CN1CCN(S(=O)(=O)c2ccccc2F)CC1	-0.6	3	-12
C[C@@H]1O[C@@H](O[C@H]2[C@H](Oc3cc(O)c4c(c3)OC(c3ccc(O)cc3)CC4=O)O[C@H](CO)[C@@H](O)[C@@H]2O)[C@H](O)[C@H](O)[C@H]1O (some centres undefined)	-2.4	-2	19
CCCN(Cc1nc2cc(Cl)ccc2c(=O)[nH]1)C(=O)c1ccc(S(=O)(=O)N2CCCC2)cc1	-0.1	-6	-2
COCCCNC(=O)C[C@H]1C[C@H](C(=O)N2CCCCC2)[C@@]2(CCc3ccccc3)c3[nH]c4cc(-c5ccco5)ccc4c3CCN2C1=O	0.4	-3	14
Cc1nc(SCC(=O)N2CCOCC2)c2c(=O)n(C)c(=O)n(CC(C)C)c2n1	-2.9	-6	-7
C[C@H]1CN([C@@H](C)CO)C(=O)Cc2cc(NS(=O)(=O)c3cccs3)ccc2O[C@H]1CN(C)S(=O)(=O)c1cn(C)cn1	0.4	-1	-6
COc1cccc(NC(=O)CN(C)C(=O)c2cc(C3CC3)nn2-c2ccccc2)c1	-2.4	-9	5
Cc1ccc(S(=O)(=O)Oc2ccccc2)cc1	1.6	-2	-4
Cc1ccc(C)c(S(=O)(=O)N2CCN(C(=O)c3ccncc3)CC2)c1	-0.6	-3	1
Cc1ccc(S(=O)(=O)N(C)C)cc1NC(=O)COC(=O)CCC1CCCC1	-4.1	0	0
CC1CN(S(=O)(=O)c2cccc(C(=O)N=c3sccn3C)c2)CC(C)O1 (centres undefined)	-0.3	-5	0
COc1cc(OC)cc(C(=O)OCC(=O)Nc2cccc(S(=O)(=O)NC3=NCCCCC3)c2)c1	-1.2	-4	-17
COc1ccccc1NC(=O)COc1cccc2c1CCNC2=O	-0.8	0	15
COc1ccc(S(=O)(=O)NCCSCc2ccc(Cl)cc2)cc1NC(C)=O	1.5	-4	-3
CCN(CC)CCNC(=O)c1nn(-c2ccc(Cl)cc2)c2c1CCc1cc(OC)ccc1-2	2.0	-1	-18
CC1CC=CCC1(CO)CO (centres undefined)	2.1	-2	-4

Quoted from the listing:
Result of Cc1ccc(NC(=O)CN(C)C(=O)c2ccc(NS(=O)(=O)c3ccc4[nH]c(=O)[nH]c4c3)cc2)cc1 in GalR3 antag: 7
Result of C[C@@H]1CN([C@H](C)CO)C(=O)CCCn2nncc2CO[C@@H]1CN(C)S(=O)(=O)c1cccc(C#N)c1 in CRFBP-R2 agonist: 2.6
Result of Cc1ccc(NC(=O)NC(=O)COc2ccccc2C(N)=O)c(C)c1 in GalR3 antag: -2
Result of Cc1ccc(C)c(S(=O)(=O)N2CCN(C(=O)c3ccncc3)CC2)c1 in GalR3 antag: -3

Next section:
SMILES	CRFBP-R2 agonist	GalR3 antag	CRFBP-R2 block
OC(CNCc1ccccc1)COc1ccccc1 (centres undefined)	7.5	-7	2
CCCCCCSc1ccc(-c2nc3cc(C)ccn3c2NC2CCCCC2)cc1	4.5	-4&-1	-13
Cc1ccc(C)c(OCC(=O)NCC(c2ccco2)N2CCCCC2)c1 (centres undefined)	-1.2	-4	-11
O=S(=O)(N(Cc1ccccc1)[C@H](CO)Cc1ccccc1)N(Cc1ccccc1)[C@H](CO)Cc1ccccc1	11	-4	-19
Cc1cc(OCC(=O)OCC(=O)NC2CCCCCC2)ccc1Cl	-1.0	-1	-7
Cc1ccc(S(=O)(=O)N(C)C)cc1NC(=O)COC(=O)/C=C/c1cccs1	0.3	-2	0
CCC1CCCCN1C(=S)NC(=O)c1cc(Br)ccc1Cl (centres undefined)	0.1	-5	13
Fc1ccc(CCNc2ncnc3[nH]ncc23)cc1	-2.6	-6	20
COc1ccc(S(=O)(=O)NCCC(=O)N2CCCN(C)CC2)cc1	-0.4	-2	-4
CCOC(=O)c1cc(-c2ccccc2)n(Cc2cc(CC)no2)n1	-3.7	-3	8
Cc1ccc(NC(=O)C2CSC3(C)CCC(=O)N23)cc1S(=O)(=O)N1CCOCC1 (centres undefined)	-0.5	-5	-2
CCCCN1CC(=O)N2[C@H]3c4cc(C)ccc4OC[C@@H]3[C@H](c3ccccc3)[C@]2(C)C1=O	-0.5	2	-8
Oc1ccc2ccccc2c1CNc1ccccc1	1.9	-3	-5
COc1cc(N=Nc2ccc(Br)cc2)cc(C=O)c1O	-1.3	-4	14
CCCCN1CC(COCc2ccccc2)OCCS1(=O)=O (centres undefined)	-1.5	-5	16
O=[N+]([O-])c1ccc(/C=N/Nc2ncccc2[N+](=O)[O-])s1	-2.4	-4	-4
O=C(Nc1ccncc1)c1cc(S(=O)(=O)N2CCOCC2)ccc1Cl	-0.4	-1	14
COc1cccc(C(=O)N2CCN(c3ccc(N4CCOCC4)nn3)CC2)c1	-1.0	0	16
COc1cc2ccc(=O)oc2c(O)c1O	0.2	-2	-2
COCCn1c(SCC(=O)c2c(N)n(C3CC3)c(=O)[nH]c2=O)nnc1-c1ccc(Cl)cc1	-0.4	-8	18
CCc1ccc(N2CC(C(=O)OCC(=O)Nc3ccccc3C)CC2=O)cc1 (centres undefined)	-1.7	-6	3
O=C(COC(=O)c1ccc2ccccc2n1)NC1CCCCC1	1.1	-4	9
CCN1CCN(c2sc(S(=O)(=O)CC)nc2S(=O)(=O)c2ccc(C)cc2)CC1	-1.6	-5	-2
COc1cc2nc(N(CCCN(C)C)C(=O)c3ccc(S(=O)(=O)N4CCc5ccccc5C4)cc3)sc2cc1OC	16	-2	-9
COc1ccc(C2CC(c3ccccc3Br)=NN2c2ccc(S(N)(=O)=O)cc2)cc1 (centres undefined)	0.2	-8	3
CC(C)=CC1C(C(=O)Nc2ccc(S(=O)(=O)N3CCOCC3)cc2)C1(C)C (centres undefined)	2.5	-4	17
O=C(CCN1CCCCC1)c1cccc(Cl)c1	4.9	-6	-30
CC(OC(=O)C1CC1C)C(=O)Nc1ccc(Cl)cn1 (centres undefined)	-2.0	-3	-5

Random excerpt: three compounds from above
SMILES	CRFBP-R2 agonist	GalR3 antag	CRFBP-R2 block
O=C(Nc1ccncc1)c1cc(S(=O)(=O)N2CCOCC2)ccc1Cl	-0.4	-1	14
Cc1ccc(S(=O)(=O)N(C)C)cc1NC(=O)COC(=O)/C=C/c1cccs1	0.3	-2	0
O=C(CCN1CCCCC1)c1cccc(Cl)c1	4.9	-6	-30
